Screens deposited in PubChem by several laboratories.
V-ATPase pH: yeast V-ATPase proton transport regulation by pHLuorin. AID 504577. actives 0.37% (n = 350,000). S. cerevisiae, pHLuorin cytosolic pH fluorescence. response, % at 10 µM; in the data active = response mostly above about 7.3%, no sharp cut-off; inactive = mostly below about 5.4%; also: actives read high; inactives centre near 0; some compounds called inactive have numbers as strong as hits; reference of the scale not given here
CAL PDZ FP-1: inhibitors of human CAL PDZ peptide binding | purified CAL PDZ, TMR-peptide fluorescence polarization, 1 h | inhibition, % at 20 µM | actives 0.02% (n = 330,000) | AID 504414;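 active = highest replicate inhibition of at least 40%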;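 also: plate controls were DMSO neutral control wells for no effect and unlabeled competitor peptide control wells for full effect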
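Material: tagged CAL PDZ domain; buffer or medium: 25 mM sodium phosphate pH 7.4, 150 mM NaCl, TCEP, IgG, Thesit; compound dosing: single point, 20 µM; schedule: 1 h incubation at room temperature before polarization reading; measured by: FP readout, S and P plane fluorescence; read-out basis: percent inhibition from loss of millipolarization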
DSG3 Ab inh: human desmoglein-3 autoantibody binding inhibition | P32926 | DSG3-coupled beads, scFv-anti-DSG3-GFP binding, flow cytometry; stronger effect = lower value | binding (percent of control), % at 10 µM | actives 0.48% (n = 310,000);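 active = binding more than 3 SD below its plate's average and above zero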;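 also: hits lower antibody fragment binding to DSG3; some compounds called inactive have numbers as strong as hits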
Target sequence (P32926 whole entry, looked up, the tested form may be a part): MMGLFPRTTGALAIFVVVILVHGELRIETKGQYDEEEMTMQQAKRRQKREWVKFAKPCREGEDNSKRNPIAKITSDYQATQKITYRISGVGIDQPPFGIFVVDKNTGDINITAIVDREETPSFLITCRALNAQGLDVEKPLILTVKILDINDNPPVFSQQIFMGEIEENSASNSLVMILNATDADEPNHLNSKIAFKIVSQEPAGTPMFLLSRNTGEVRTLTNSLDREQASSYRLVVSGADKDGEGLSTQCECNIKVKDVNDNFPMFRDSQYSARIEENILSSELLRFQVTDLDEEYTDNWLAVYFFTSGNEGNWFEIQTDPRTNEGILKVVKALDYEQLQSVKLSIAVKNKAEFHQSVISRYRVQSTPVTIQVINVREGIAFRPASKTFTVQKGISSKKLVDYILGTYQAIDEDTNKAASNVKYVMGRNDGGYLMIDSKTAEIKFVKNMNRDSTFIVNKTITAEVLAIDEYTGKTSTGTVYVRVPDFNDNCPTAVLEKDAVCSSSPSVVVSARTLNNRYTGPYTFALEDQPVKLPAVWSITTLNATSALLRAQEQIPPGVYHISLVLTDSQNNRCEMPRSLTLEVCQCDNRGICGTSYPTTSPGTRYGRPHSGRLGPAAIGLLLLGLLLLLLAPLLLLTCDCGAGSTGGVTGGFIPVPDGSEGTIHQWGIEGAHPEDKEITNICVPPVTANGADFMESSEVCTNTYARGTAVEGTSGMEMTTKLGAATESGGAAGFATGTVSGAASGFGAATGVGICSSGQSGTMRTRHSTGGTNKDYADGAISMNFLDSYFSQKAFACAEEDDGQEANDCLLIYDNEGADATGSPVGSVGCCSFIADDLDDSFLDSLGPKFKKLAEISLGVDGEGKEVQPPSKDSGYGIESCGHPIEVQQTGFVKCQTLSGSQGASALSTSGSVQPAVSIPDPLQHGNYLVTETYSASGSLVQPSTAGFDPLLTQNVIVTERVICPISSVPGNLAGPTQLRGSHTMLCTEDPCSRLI
Arr AP2 block: human beta-arrestin and AP2 interaction inhibition | FITC-arrestin peptide / GST-AP2 beads, flow cytometry; AP2 beta2 appendage carries R879A mutation | inhibition, % at 10 µM | actives 0.31% (n = 340,000);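 active = inhibition above a set limit, near 3 SD of compounds lacking own fluorescence, cut at about 54% in these data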;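 also: plate controls were DMSO wells for no effect and 5 µM unlabelled arrestin peptide for full effect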
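System: GST-AP2 R879A bound to glutathione beads, E. coli-expressed. Also added: 50 nM FITC-arrestin peptide. Schedule: compound with beads 12 min RT, then probe 1 h RT. Signal: bead flow cytometry, FITC channel. Read-out basis: percent response.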
DAGLB inh: diacylglycerol lipase beta (human) inhibition; Q8NCG7; HEK293T DAGLB membrane lysate, EnzChek fluorogenic substrate; inhibition, % at 5.17 µM; actives 0.059% (n = 340,000); AID 504411; in the data active = inhibition above about 34%;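 also: 0% = enzyme with vehicle and 100% = wells lacking enzyme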
LANA DNA inh: inhibitors of KSHV LANA C-terminal domain DNA binding | inhibition, % at 9 µM | MBP-C-LANA/FAM-LBS DNA binding, fluorescence polarization | actives 0.078% (n = 340,000);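 active = highest replicate inhibition at or above 60% at 9 µM, even if other replicates fall short; inactive = all replicates below 60% inhibition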;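 also: 0% = neutral control wells and 100% = 4 µM acridine orange control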
NSD2 inh: inhibitors of human histone methyltransferase NSD2. NSD2 peptide methylation, AlphaScreen, 120 min. AID 743445. inhibition, % at 12.5 µM. actives 0.54% (n = 310,000); in the data active = inhibition above about 50%
Keap1 Nrf2 FP: Keap1-Nrf2 (human) interaction inhibition; Keap1 Kelch-Nrf2 peptide fluorescence polarization, 1536-well; inhibition, % at 9.4 µM; actives 0.15% (n = 340,000); AID 504523; in the data active = inhibition above about 12%;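 also: human Keap1 Kelch domain with fluorescein labeled Nrf2 9mer peptide probe; 0% = neutral control wells and 100% = peptide positive control; higher means more block of Keap1 binding to Nrf2 peptide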
RTF Ca sens inh: cardiac RTF calcium desensitization. IANBD-labeled cardiac RTF, Ca2+ fluorescence. AID 493244. inhibition, % at 7.15 µM. actives 0.12% (n = 340,000);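 active = inhibition above the mean inhibition of all tested compounds plus 3 SD, cut at about 17% in these data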;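 also: assay run at fixed EC70 calcium of 1.6 mM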
CAL PDZ FP-2: inhibitors of human CAL PDZ peptide binding | purified CAL PDZ, TMR-peptide fluorescence polarization, 1 h | inhibition, % at 24.9 µM | actives 0.92% (n = 300,000) | AID 602252;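 active = mean inhibition of at least 30% with at least half of replicates also reaching 30%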;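 also: 0% = DMSO neutral control and 100% = excess unlabeled competitor peptide PRC23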
An asterisk follows results filed as active; · = not tested or not shown.

Molecule	Arr AP2 block	CAL PDZ FP-2	NSD2 inh	RTF Ca sens inh	DSG3 Ab inh	LANA DNA inh	Keap1 Nrf2 FP	DAGLB inh	V-ATPase pH	CAL PDZ FP-1
CC(=O)OC[C@H]1O[C@@H](Sc2cccc3cccnc23)[C@H](OC(C)=O)[C@@H](OC(C)=O)[C@@H]1OC(C)=O	5	-4	-3	-7	·	1.6	-1	-1	4	-0.5
CCOC(=O)C(=O)Nc1ccc(S(=O)(=O)Nc2nccs2)cc1	-11	·	16	-7	100	0.0	-3	0	5	-0.2
N#C/C(=C\c1cc2c(cc1Br)OCO2)c1ccc(C(=O)O)cc1	-2	-5	4	-3	112	4.3	-4	4	-2	-0.2
Cc1nc(N)sc1C(=O)N/N=C/c1cccnc1	8	-1	-8	-6	96	-1.1	0	-1	-1	-1.1
Cc1cc(=O)[nH]c(SCC(=O)c2ccc(C)c(C)c2)n1	21	0	-9	-8	98	0.3	0	-3	-3	-0.6
CC(=O)ON1C(C)(C)Cc2noc(N)c2C1(C)C	-2	-1	-4	-5	98	0.6	1	-2	0	-0.4
Brc1ccc2nc(-c3c[nH]c4ccccc34)cn2c1	11	·	3	3	103	-1.8	1	3	2	1.1
CC(=O)N1CCN(C(=O)CCc2c[nH]c3ccccc23)CC1	-2	-2	0	-7	99	3.5	2	-1	-5	-0.9
CC1(c2cccc(Br)c2)NC(=O)N(CC(=O)Nc2cccnc2Cl)C1=O (centres undefined)	-12	-1	-2	-6	102	1.7	4	0	-1	-1.1
CCCCC(CC)C(=O)N1CCN(C(=O)c2ccco2)CC1 (centres undefined)	36	5	-2	-1	101	-1.0	0	0	1	-1.0
Cc1ccc(N(CC(=O)NCc2ccco2)S(=O)(=O)c2ccccc2)cc1	-2	1	-3	5	98	0.4	-2	-2	-4	-2.3
COc1cccc(C(=O)NCc2nnc(SCC(=O)Nc3nccs3)n2-c2ccccc2)c1	-5	·	·	0	78	0.5	-2	0	-2	-0.4
Cc1c(Cl)cccc1NC(=S)NCc1ccco1	28	3	3	6	103	-0.2	-2	-3	-2	-1.6
O=C(O)c1ccc(N2C(=O)Nc3ccccc3N2O)cc1	0	·	-2	-5	101	1.1	3	0	-1	0.2
CCc1ccc2oc(-c3ccc(OC)cc3)cc(=Nc3c(C)n(C)n(-c4ccccc4)c3=O)c2c1	-1	·	2	-11	104	1.2	-6	-12	-3	-1.8
CC1CCN(S(=O)(=O)N2CCC(C(=O)NCCN3CCOCC3)CC2)CC1	0	-4	-2	-12	123	1.2	1	5	-2	-2.1
CCOc1ncccc1C(=O)OC(C)C(=O)NC(=O)NC1CCCCC1 (centres undefined)	17	-1	-2	-8	126	0.0	-1	-5	1	-2.5
COc1ccc(O)c(C(=O)c2coc(=N)c(C(=O)Nc3ccc(SC(F)F)cc3)c2)c1	11	40*	3	-3	107	-1.1	-5	-4	0	-1.1
COc1cc(NS(=O)(=O)c2ccc(NC(=S)NC(=O)C(C)(C)C)cc2)nc(OC)n1	-3	1	-1	7	101	-0.7	-6	3	-4	0.0
CN1C(=O)C(C)(C)c2cc(S(=O)(=O)N3CCC(C(=O)NCc4ccccc4Cl)CC3)ccc21	3	·	·	-5	98	-0.3	-1	-3	2	-1.3
CC1=CC(C)(C)N(S(=O)(=O)c2ccc(C)cc2)c2ccccc21	4	-3	0	-10	121	0.6	0	-13	6	-0.2
COc1cc2nc(N(CCCN(C)C)C(=O)c3ccc(S(=O)(=O)N4CCc5ccccc54)cc3)sc2cc1OC	-1	·	4	-4	108	-1.6	-10	2	0	-1.4
COc1ccc(C2=CN(Cc3ccccc3)C(c3ccccc3)CC2=O)cc1 (centres undefined)	-1	1	·	-2	105	-0.2	4	4	2	0.5
Cc1nnc(SCc2c(Cl)cccc2[N+](=O)[O-])s1	·	-3	-1	-1	111	-0.5	0	-3	-1	-2.5
CCc1cccc(CC)c1N1C(=O)CC(Sc2ccccc2N)C1=O (centres undefined)	·	·	1	·	107	·	·	-5	1	·

Going on with the list.
Molecule	Arr AP2 block	CAL PDZ FP-2	NSD2 inh	RTF Ca sens inh	DSG3 Ab inh	LANA DNA inh	Keap1 Nrf2 FP	DAGLB inh	V-ATPase pH	CAL PDZ FP-1
COc1cc(NC(=O)c2cc3ccccc3o2)c(OC)cc1Br	8	-3	0	-6	96	0.7	-2	-11	1	-0.2
O=C1C2C3C=CC(C3)C2C(=O)N1CCC(=O)N1CCc2ccccc21 (centres undefined)	3	·	1	0	95	-0.8	1	0	-2	-1.7
O=C(CSc1ccc(F)cc1)Nc1ccc2c(c1)C(=O)NC2=O	25	1	-2	3	98	1.5	-1	0	-4	-2.1
C=CCOC(=O)C1=C(C)NC(SCC(=O)Nc2nccs2)=C(C#N)C1c1ccc(Cl)cc1 (centres undefined)	-1	-3	-2	-9	79	2.0	-2	2	0	-1.9
CC(=O)NC(=S)Nc1ccc(NC(=O)COc2ccc(Cl)cc2)cc1	1	-10	·	6	·	0.0	-2	-4	-2	-1.4
O=C(OCC(=O)N1CCCc2ccccc21)c1cccc(S(=O)(=O)N2CCOCC2)c1	11	-1	-10	-5	101	-0.1	-2	3	0	-2.0
O=C(N/N=C/c1cccnc1)c1cc(Br)ccc1O	-1	-4	6	-7	91	1.0	-5	0	1	0.4
CCN(CC)S(=O)(=O)c1cc(NC(=O)c2cc(-c3ccccn3)nc3ccccc23)ccc1C	7	·	-1	-1	102	0.5	-2	-2	-2	-1.8
CCn1c(=O)n(-c2ccc(Cl)cc2)c(=O)c2c3c(sc21)COC(C)(C)C3	-6	0	-2	1	·	-0.8	-6	2	0	-0.5
COc1ccc(C(c2c(C)n(C)n(-c3ccccc3)c2=O)c2c(C)n(C)n(-c3ccccc3)c2=O)cc1	9	0	-2	-2	115	-1.8	-2	-1	-3	-0.5
Cc1cc(C)c(NC(=O)c2cc3c(nc4sccn43)s2)c(C)c1	1	-5	1	6	97	0.6	7	3	2	-4.0
COc1ccccc1NC(=O)C1CCCN(c2cnccn2)C1 (centres undefined)	4	-5	-5	-1	·	-0.7	-1	1	0	-2.3
COc1ccc(Cc2nc(-c3ccc(-n4cccc4)cc3)no2)cc1	-2	·	·	-2	93	0.1	5	-19	-2	0.0
CCCCCCSc1ccc(-c2nc3ccc(Cl)cn3c2NCCCC)cc1OC	6	1	-2	-3	101	2.1	-5	-13	-3	0.8
COc1ccc(S(N)(=O)=O)cc1C(=O)NCC(C)(C)N1CCOCC1	24	-2	-1	-15	104	-1.8	1	-4	-1	-1.6
CCCCC(=O)Nc1cccc(NC(=S)NC(=O)Cc2ccccc2)c1	16	-4	0	-4	95	1.2	-1	-5	0	1.2
CC(=O)Nc1ccc(NC(=O)CSc2nc3ccccc3nc2N2CCC(C)CC2)cc1	18	2	-7	-8	·	1.7	-6	-1	0	-2.3
CCOC(=O)C1CCCN(c2ncnc3c2cnn3-c2ccc(OC)cc2)C1 (centres undefined)	5	-8	0	0	106	-0.6	-4	-8	3	·
O=C(NCCCN1CCc2ccccc2C1)Nc1ccc(Cl)cc1	11	-3	-3	-6	102	0.7	-5	-1	5	-0.7
CCCc1nc2ccccc2c(=O)n1NC(=O)c1c(O)c2ccccc2[nH]c1=O	10	-4	-1	-7	106	0.8	4	25	-2	·
COc1cc(C(c2sc3nc(C)nn3c2O)N2CCc3ccccc3C2)cc(OC)c1OC (centres undefined)	5	9	·	0	101	0.6	-4	2	2	0.7
Cc1[nH]c2ccccc2c1C(=O)COC(=O)Cn1cnc2ccccc21	16	-4	-1	-1	83	-0.3	-7	1	1	-3.5
COC(=O)C1=NN(c2ccc(Cl)cc2)C2C(=O)N(c3ccccc3OC)C(=O)C12 (centres undefined)	-10	-4	-2	3	102	-1.3	-1	1	7	0.2
Cc1cc(C)c(-c2csc(NC(=O)CCCc3nc4ccccc4c(=O)[nH]3)n2)c(C)c1	27	-4	-1	-4	98	-0.2	2	-1	5	-3.0
CC(=O)N1CCN(C(=O)C2(NC(=O)Nc3ccccc3Cl)CCCCC2)CC1	2	·	-2	-8	·	-1.1	-3	-1	-1	-0.3

Remaining list, next part
Molecule	Arr AP2 block	CAL PDZ FP-2	NSD2 inh	RTF Ca sens inh	DSG3 Ab inh	LANA DNA inh	Keap1 Nrf2 FP	DAGLB inh	V-ATPase pH	CAL PDZ FP-1
CN(C)c1cc(-c2ccc([N+](=O)[O-])cc2)oc(=O)c1Cl	25	-2	26	4	·	11	-2	-1	0	-1.0
COc1cccc(N/C=C(\C#N)c2ccc(OCCCF)cc2)c1	-3	-5	-2	-6	73*	-0.4	-2	-1	2	-2.6
COc1ccc(/C(C)=N/NC(=O)CNC(=O)/C=C\c2ccco2)cc1	-6	1	-3	-10	105	0.4	-5	0	-1	-1.3
CC1CCC2(CC1)NC(=O)N(NC(=O)c1cccc(N(C)C)c1)C2=O (centres undefined)	29	·	0	-3	103	-0.1	-1	-2	-2	-1.4

The list is partial; count on the stated rates, not on these rows.
